# High-throughput results (PubChem)
# GCN5L2 inh = GCN5L2 (KAT2A) acetyltransferase inhibition | Potency, µM (titrated, usually from 58.9 µM), inactives show top-dose activity change, negative = inhibition, most hits filed as inhibitors | GCN5L2 HAT assay, ThioGlo1 CoA-SH fluorescence | hit rate 0.21% among 390,000
#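 ThioGlo1-coupled HAT assay: 20nM GCN5L2, 70uM acetyl-CoA, 75uM H3(1-25) peptide, pH 7.5. Fluorescence read at 340/540nm at start and after 20 min at room temperature.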
# FEN1 inh = human FEN1 inhibition; AID 588795; Recombinant FEN1 flap cleavage, fluorescence, 15 min; Potency, µM (titrated, usually from 114 µM), inactives show at the top dose activity change, negative = inhibition, actives largely listed as inhibitors; P39748; hit rate 0.35% among 390,000; further: nearly all actives have a fitted effect of over 65% in size
# Target sequence (P39748 whole entry, looked up): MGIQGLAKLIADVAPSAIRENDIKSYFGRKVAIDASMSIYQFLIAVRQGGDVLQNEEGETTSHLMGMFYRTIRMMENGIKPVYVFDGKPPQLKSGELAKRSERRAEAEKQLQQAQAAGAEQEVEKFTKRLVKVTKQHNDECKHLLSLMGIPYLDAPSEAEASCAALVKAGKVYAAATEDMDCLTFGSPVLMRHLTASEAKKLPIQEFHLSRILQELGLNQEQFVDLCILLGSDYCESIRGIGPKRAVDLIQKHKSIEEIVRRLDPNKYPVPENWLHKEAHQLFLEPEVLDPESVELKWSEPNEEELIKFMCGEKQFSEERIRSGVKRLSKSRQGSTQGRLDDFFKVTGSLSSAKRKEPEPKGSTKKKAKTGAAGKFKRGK
#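 FEN1 at 10 nM, compound pretreatment for 15 min (room temperature), 50 nM final substrate to initiate; endpoint reads at 0 and 15 min; DMSO-only plates used as vehicle background.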
# DT40 TDP1 CPT = growth inhibition of DT40 Tdp1-/-;hTDP1 cells with camptothecin (screen for TDP1 inhibitors). chicken DT40 Tdp1-/-;hTDP1 cells + 20 nM CPT, ATP luminescence, 48 h. Potency, µM (top dose mostly 46.2 µM), for the others: at the top dose activity change, negative = growth inhibition, hits mostly inhibitors. hit rate 12% among 420,000. AID 686979; further: nearly all actives have a fitted effect of over 55% in size
#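 Chicken DT40 Tdp1-/- cells complemented with human TDP1, 400 cells/well, exposed to compounds plus 20 nM camptothecin for at least 48 h at 37 C; viability read as ATP content by CellTiter-Glo luminescence.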
# The depositor's hits bear a star; ? = inconclusive; · = no result given; & = joins results of further samples; [ ] = remark or other dose. The call rests on the fitted dose curve; in most records, active means well fitted curve in the direction sought with a large enough effect; inconclusive means small, poorly fitted or top-dose-only effect, or another doubt; inactive means no such curve, though single readings can be large; an effect the other way counts as inactive or inconclusive. On the % scale 0 is the no-effect control and ±100 the full control effect; potency means the concentration at half of the fitted maximal effect. These rows are one share of the data; rates above refer to the full screens.
SMILES,GCN5L2 inh,FEN1 inh,DT40 TDP1 CPT
S=C(NN=Cc1ccc2c(c1)OCO2)NN=Cc1ccc2c(c1)OCO2,·,6%,23µM*
Cc1nn(-c2ccccc2C(F)(F)F)c(=O)c2noc(C)c12,-3%,2%,-25%
Cc1ccccc1Cn1cc(CCC(=O)NCc2cccc(Br)c2)c2ccccc21,-8%,3%,?
COc1ccc(CNC(=O)CCN2C(=O)c3ccccc3C2=O)cc1OC,-2%,-5%,23%
CN(/N=C/c1ccc2c(c1)OCO2)c1nc(N2CCOCC2)nc(N2CCOCC2)n1,-1%,-3%,4%
C#CCOCCOCCOCCNc1nc(N2CCN(C(=O)[C@H](CCCCN)n3cc([C@@H](N)C(C)CC)nn3)CC2)nc(N2CCN(C(=O)[C@H](Cc3ccc(O)cc3)n3cc([C@@H](N)C(C)CC)nn3)CC2)n1 (some centres not stated),-1%,-18%,23%
Cc1ccc2c(c1)Cc1nc3ccccc3nc1-2,-3%,?,?
COc1ccc(C(=O)n2cc(C(=O)c3cc(C)ccc3O)cn2)cc1OC,-3%,-12%,?
O=C(CC1C(=O)NCCN1Cc1ccc(F)cc1)NCCOc1cccnc1 (configuration not stated),-6%,6%,5%
COc1ccc(CCNC(=O)c2ccc3nc(-c4ccco4)c(-c4ccco4)nc3c2)cc1OC,?,?,21µM*
CC(=O)Nc1ccc(NC(=O)CSc2nnc3c4ccccc4n(C)c3n2)cc1,-3%,-3%,0%
O=C(O)c1cccc(Nc2nc3ccccc3nc2NS(=O)(=O)c2ccc(F)cc2)c1,-1%,13%,1%
Cc1ccc(NC(=O)c2ccc(CSc3nccc(C)n3)cc2)cc1,-4%,-12%,?
Cc1cc(C(=O)NC(=S)Nc2cccc(C(=O)O)c2C)ccc1[N+](=O)[O-],-9%,-5%,-1%
COc1cc2c(cc1OC)C(C)N(C(=O)C(NC(=O)c1ccccc1)C(C)C)CC2 (configuration not stated),-22%,-2%,?
COC(=O)c1c(SCC(=O)Nc2ccccc2C(F)(F)F)[nH]c2ccc(Cl)cc2c1=O,-3%,-4%,21µM*
Cc1cc2nnc(SCC(=O)NCC(c3ccccc3)N(C)C)n2c2ccccc12 (configuration not stated),0%,-2%,-4%
CN(C)c1ccc(CNC(=O)CCCN2C(=O)CCn3nc(-c4cn(C)c5ccccc45)cc32)cc1,-1%,4%,?
Clc1ccc(NC2(c3nnnn3C3CCCCC3)CCCCC2)cc1,-3%,-6%,18µM*
CC(C)N1C(=O)N(c2ccccc2)C(C)(O)CC1(C)C (configuration not stated),9%,1%,-17%
O=C(Nc1ccccc1Cl)C1Cc2ccccc2O/C1=N\O (configuration not stated),-3%,-2%,3%
c1ccc2c(c1)c1ccccc1n2CN1CCOCC1,-6%,3%,?
COCCn1c(=O)[nH]c2cc(C(=O)N3CCN(c4cccc(C)c4C)CC3)ccc2c1=O,-4%,6%,15µM*
CCOC(=O)N1CCN(C(=O)C2CC(=O)N(Cc3ccc(OC)cc3)C2)CC1 (configuration not stated),-12%,7%,13%
Cc1ccc2cccc(OCc3cccc([N+](=O)[O-])c3)c2n1,-3%,3%,10%
COc1cccc(NC(=O)CC(c2ccc(OC(C)C)cc2)c2ccccc2OC)c1 (configuration not stated),-7%,10%,?
CCN(CC)S(=O)(=O)c1ccc(NC(=O)COC(=O)CNS(=O)(=O)/C=C/c2ccccc2)cc1,-8%,-13%,-10%
CC1=CC(C)(C)NC(=S)N1c1ccc(C)c(C)c1,-10%,4%,?
Cc1c(CC(=O)N2CCN(C(=O)C3COc4ccccc4O3)CC2)c(=O)oc2cc(O)c(Cl)cc12 (configuration not stated),?,15%,-3%
O=C(CCc1nc(-c2ccccc2F)no1)NC1CCCCCC1,-7%,-2%,?
O=C(NCc1ccco1)c1ccc(CN2CCOCC2)cc1,-5%,-6%,6%
Cc1cc(C)n(-c2ccc(C(=O)Nc3sccc3C(N)=O)cc2)n1,-13%,-16%,?
O=C(NC(=S)N1CCN(C(c2ccccc2)c2ccccc2)CC1)c1ccc(S(=O)(=O)N2CCOCC2)cc1,1%,0%,?
Cc1cc(N2CCN(C)CC2)nc2ccc(NC(=O)CCC3CCCC3)cc12,-5%,1%,?
C[n+]1c(/C=C/c2ccc(N)cc2)sc2ccccc21,·,-20%,18µM*
Cc1ccc(OCC(=O)NCCNC(=O)c2ccc(C)nc2)cc1,0%,16%,-8%
CCc1sc(C(C2C(=O)CC(C)(C)CC2=O)C2C(=O)CC(C)(C)CC2=O)cc1[N+](=O)[O-],-3%,-24%,4.1µM*
COc1ccc(N(Cc2cc3ccccc3[nH]c2=O)C(=O)C2CCCO2)cc1 (configuration not stated),0%,-11%,1%
COc1cc(OC)cc(-n2nnnc2SCC(=O)N2CCCc3ccccc32)c1,1%,5%,?
CCn1cnc2sc(C(=O)N3CCN(c4ccc(OC)cc4)CC3)c(C)c2c1=O,-6%,-5%,-2%
CNC(=S)NCCC(c1ccccc1)c1ccccc1,0%,-4%,-23%
O=C(Nc1ccc(S(=O)(=O)Nc2ncccn2)cc1)c1ccco1,-1%,-4%,-14%
COc1ccccc1NC(=O)Cn1c(=O)n(-c2cccc(C(C)=O)c2)c(=O)c2c3c(sc21)CN(C(C)=O)CC3,-1%,-5%,3%
O=C(CSC1=Nc2ccccc2C2=NC(CCC(=O)NC3CCCCC3)C(=O)N12)Nc1cccc(C(F)(F)F)c1 (configuration not stated),-1%,5%,?
CCOc1ccc(CN(C)CC(=O)Nc2cccc3ccccc23)cc1OC,-6%,-2%,?
Cc1cc(NC(=O)NC(=O)c2ccc(F)cc2F)n[nH]1,-6%,3%,1%
O=C(NCCc1cn2ccccc2n1)c1ccc(Br)o1,0%,13%,-21%
Cc1ccc2nc(-c3ccncc3)cc(C(=O)Nc3ccncc3)c2c1,0%,16%,13µM*
O=C(Nc1cccc(-c2nc3ccccc3o2)c1)c1ccc(-c2ccc(Br)cc2)o1,0%,7%,?
CON(C)C(=O)CC(CN(Cc1ccccc1)C(=O)OC(C)(C)C)c1ccc(Cl)cc1 (configuration not stated),-12%,-29%,23µM*
# Continued.
SMILES,GCN5L2 inh,FEN1 inh,DT40 TDP1 CPT
Cc1nc(-c2ccc(C)c(S(=O)(=O)N3CCC(C(=O)Nc4ccc(Cl)cc4)CC3)c2)no1,-3%,-12%,16µM*
S=C(Nc1ccc(N2CCOCC2)cc1)Nc1ccc2snnc2c1,-11%,-11%,-3%
CC(=O)N(C)c1ccc(NC(=O)Nc2ccccc2C)cc1,-2%,21%,-8%
COc1ccc(OC)c(NS(=O)(=O)c2ccc3c(c2)CCCN3C(=O)C2CCC2)c1,-4%,7%,23µM*
CC(NC(=O)C1CC2CCCC(C1)C2=O)c1ccccc1 (configuration not stated),-13%,3%,2%
COc1ccc2c(c1)C1=NN(/C(C)=C/C(C)=O)C(c3ccc(F)cc3)C1CC2 (configuration not stated),3%,-18%,?
COCCCNC(=O)CCCn1c(=O)c2ccccc2n(CC(=O)Nc2c(C)cc(C)cc2C)c1=O,-5%,3%,13%
CSc1nc2ccccc2cc1/C=C(\C#N)c1ccc(Cl)cc1Cl,?,0%,-11%
CC1(C)CC(=O)C(N=Nc2ccc(OC(F)F)cc2)=C(O)C1,-5%,-5%,-5%
Cc1ccc(OCCSc2nc3ccccc3n2CC(=O)N2CCCCC2)cc1C,-3%,0%,?

# Whole records, looked up by structure.
# S=C(Nc1ccc(N2CCOCC2)cc1)Nc1ccc2snnc2c1 as listed: GCN5L2 inh: -11%; FEN1 inh: -11%; DT40 TDP1 CPT: -3%
# CC1(C)CC(=O)C(N=Nc2ccc(OC(F)F)cc2)=C(O)C1 as listed: GCN5L2 inh: -5%; FEN1 inh: -5%; DT40 TDP1 CPT: -5%

# Next part.
SMILES,GCN5L2 inh,FEN1 inh,DT40 TDP1 CPT
Cc1ccc(-c2cc([C@H]3[C@H]4C=CC[C@@H](C)[C@@H]4C(=O)N3Cc3ccccc3)ccc2F)cc1,-12%,-15%,?
CC1CCCCN1S(=O)(=O)c1cnc(Cl)c(Br)c1 (configuration not stated),3%,-4%,?
Cc1ccccc1NC(=O)/C=C/c1cccs1,-1%,-1%,?
CN1C(=O)Cc2cc(S(=O)(=O)CCC(=O)N3CCN(c4cccc(Cl)c4)CC3)ccc21,0%,-5%,21µM*
COc1ccc(/C(C)=N/OCC(=O)N=Nc2c(O)[nH]c3ccccc23)cc1,-13%,-5%,-26%
CCc1ccc(NC(=O)c2ccc3c(O)c(S(=O)(=O)c4ccc(Cl)cc4)c(=O)[nH]c3c2)cc1,-10%,-25%,-1%
CCOc1ccc(NC(=O)c2ccc(OC)cc2)cc1,-5%,22%,-9%
CCN(CC)C(=O)C(=O)N/N=C/c1ccc(C(=O)O)cc1,31%[activator],6%,0%
CCCn1c(SCC(=O)NCc2ccco2)nnc1-c1ccncc1,3%,-5%,16%
Nc1cccnc1Sc1ccc([N+](=O)[O-])cn1,-2%,-5%,20%
CCN1CCN(C(c2cccs2)C(C)NC(=O)c2cccc(OC)c2)CC1 (configuration not stated),3%,-4%,1%
Cc1ccc(N2C(=O)CSC23C(=O)N(CC(=O)Nc2ccc(C(C)C)cc2)c2ccccc23)cc1C (configuration not stated),-1%,-18%,?
O=C(NCCc1ccccc1F)C1CCC(=O)N(CCCN2CCCC2=O)C1 (configuration not stated),-9%,4%,0%
COc1ccc2ccccc2c1CNCCCN1CCOCC1,7%,3%,12%
C=COC(=O)CSc1snc(SCC(=O)OC)c1C#N,-3%,-5%,?
COc1ccc(NC(=O)COC(=O)COc2ccc(Br)cc2)cc1,-4%,0%,-22%
Cc1ccc(NC(=O)c2ccc(N3CCOCC3)c([N+](=O)[O-])c2)cc1S(=O)(=O)N1CCOCC1,-13%,0%,9.2µM*
CCCCC1=CC2=CC(=O)C(C)(OC(=O)CC)C(=O)C2=CN1Cc1ccco1 (configuration not stated),-22%,-4%,?
CCc1ccc(S(=O)(=O)/N=C2\C=C(Nc3cccc(C(=O)O)c3)C(=O)c3ccccc32)cc1,-8%,-25%,18µM*
Cc1cc(Cl)ccc1NC(=O)c1cccc(NC(=O)N2CCSc3ncccc32)c1,-8%,13%,?
O=C1N/C(=N\N=C\c2ccco2)SC1Cc1ccc(F)cc1 (configuration not stated),-4%,-4%,10%
O=C(Nc1cccc(O)c1)C1CC(c2cccc(Br)c2)=NO1 (configuration not stated),0%,-3%,2%
O=c1c2cn[nH]c2nc(SCc2cc(=O)n3cc(Br)ccc3n2)n1-c1ccc(Br)cc1,-11%,-10%,?
COc1cc(C2c3cc4c(cc3OC(N3CCOCC3)C2C)OCO4)cc(OC)c1OC(C)=O (configuration not stated),·,4%,?
COC(=O)c1ccccc1NC(=O)C1=CC(c2cccs2)=NS(=O)(=O)N1C,-17%&-4%,-1%&-2%,?
Cc1ccc(CNC(=O)C2CCCN(S(=O)(=O)c3c(C)[nH]c(=O)[nH]c3=O)C2)cc1 (configuration not stated),-4%,-3%,-7%
CCCCN(C(=O)COC(=O)CSc1ccc([N+](=O)[O-])cc1)c1c(N)n(CCC)c(=O)[nH]c1=O,-17%,6%,3%
CC1CN(C(=O)CCC(=O)NCc2ccccc2)c2cc(Cl)ccc2O1 (configuration not stated),-14%&-1%,-9%&11%,-20%&-29%
CCOc1ccccc1NC(=S)Nc1ncccc1C,-3%,-19%,?
CCc1ccc(-n2c(=O)c3ccccc3n(CC(=O)NCCc3ccc(OC)c(OC)c3)c2=O)cc1,3%,-14%,-22%
O=C1COc2cc(S(=O)(=O)CCC(=O)N3CCCCC3)c(Cl)cc2N1,-10%,0%,-14%
COc1ccc(NC(=O)CC(C(=O)O)C(C)c2ccccc2)cc1 (configuration not stated),-6%,-4%,43%[activator]

# Part of the list above in a different format.
Molecule | GCN5L2 inh | FEN1 inh | DT40 TDP1 CPT
Nc1cccnc1Sc1ccc([N+](=O)[O-])cn1 | -2% | -5% | 20%
CCN1CCN(C(c2cccs2)C(C)NC(=O)c2cccc(OC)c2)CC1 (configuration not stated) | 3% | -4% | 1%
Cc1ccc(N2C(=O)CSC23C(=O)N(CC(=O)Nc2ccc(C(C)C)cc2)c2ccccc23)cc1C (configuration not stated) | -1% | -18% | ?
O=C(NCCc1ccccc1F)C1CCC(=O)N(CCCN2CCCC2=O)C1 (configuration not stated) | -9% | 4% | 0%
COc1ccc2ccccc2c1CNCCCN1CCOCC1 | 7% | 3% | 12%
